Screens: PubChem BioAssay, several laboratories
GSH bead fluor: GSH bead compound fluorescence profile; GSH beads flow cytometry, compound fluorescence 488/530 nm; stronger effect = higher value; fluorescence (KMESF) at 10 µM; hit rate 0.25% among 190,000; in the data active means fluorescence above about 89;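 further: glutathione beads carrying GST-tagged Bcl family fusion proteins plus one bare bead set; values are compound well signal with DMSO vehicle wells as background; inactives centre near 16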
ABCB1 block: blocks JC-1 efflux by human ABCB1 transporter | P08183 | CCRF-Adr cells, flow cytometry | inhibition, % at 6.6 µM | hit rate 0.067% among 190,000; in the data active means inhibition above about 40%;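 further: 0% = vehicle and 100% = reference inhibitor; higher value means more JC-1 retained so stronger ABCB1 efflux block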
Mcl1 Noxa PPI: Mcl-1/Noxa interaction inhibition | Q07820 | hit rate 1.5% among 220,000 | inhibition, % at 21.7 µM | TR-FRET Mcl-1/Noxa peptide binding, 2 h | AID 1022;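 active means compounds that cut the protein-peptide binding signal by more than 50% relative to plate controls in a single-dose test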;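 further: His-tagged Mcl-1 with rhodamine Noxa BH3 peptide and terbium anti-His antibody; 0% = Mcl-1 plus Noxa peptide wells and 100% = peptide-only wells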
Mcl1 Bid PPI: Mcl-1/Bid interaction inhibition; Q07820; TR-FRET Mcl-1/Bid-Dy647 peptide binding, 1536-well; inhibition, % at 21.7 µM; hit rate 0.97% among 220,000;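 active means compounds that cut the binding signal by more than half at the single screening dose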;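 further: His-tagged Mcl-1 with europium anti-His antibody binding Bid BH3 peptide; 0% = Mcl-1 plus peptide wells and 100% = peptide-only wells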
RGS7-Gao reg: modulates binding of RGS7 to human Galphao. P09471. Multiplexed bead flow cytometry; actives lie on both sides. binding response (% of control), % at 10 µM. hit rate 0.35% among 220,000. AID 1439; in the data active means binding response below about 49% or above about 150%; inconclusive means no clear call, values can overlap the other calls; inactive means in between;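 further: fluorescent Galphao held in activated GDP-AlF4 state binding bead-coupled RGS7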
Target sequence (P09471 whole entry, looked up): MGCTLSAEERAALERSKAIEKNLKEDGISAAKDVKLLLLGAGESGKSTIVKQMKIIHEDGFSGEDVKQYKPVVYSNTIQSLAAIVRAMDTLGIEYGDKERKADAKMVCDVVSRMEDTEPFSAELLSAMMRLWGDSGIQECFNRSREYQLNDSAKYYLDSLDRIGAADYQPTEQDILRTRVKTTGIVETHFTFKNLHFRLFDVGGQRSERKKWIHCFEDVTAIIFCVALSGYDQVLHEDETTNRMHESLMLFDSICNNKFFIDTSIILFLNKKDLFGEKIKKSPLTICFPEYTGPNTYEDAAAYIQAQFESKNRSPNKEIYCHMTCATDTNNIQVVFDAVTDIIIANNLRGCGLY
RGS8-Gao reg: human RGS8-Galphao interaction regulation; P09471; multiplexed bead flow cytometry, RGS8-Galphao binding; actives lie on both sides; response (percent of control binding), % at 10 µM; hit rate 0.34% among 220,000; in the data active means response below about 60% or above about 140%; inactive means in between;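 further: Galphao activated as the GDP aluminium fluoride complex binding bead-coupled RGS8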
ABCG2 inh: inhibitors of human ABCG2 transporter, ABCB1 counter-screen. Q9UNQ0. IgMXP3 cells, JC-1 efflux, flow cytometry. inhibition, % at 6.6 µM. hit rate 0.1% among 190,000. AID 1325;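 active means inhibition above 80%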;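 further: 0% = DMSO and 100% = nicardipine control wells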
Target sequence (Q9UNQ0 whole entry, looked up): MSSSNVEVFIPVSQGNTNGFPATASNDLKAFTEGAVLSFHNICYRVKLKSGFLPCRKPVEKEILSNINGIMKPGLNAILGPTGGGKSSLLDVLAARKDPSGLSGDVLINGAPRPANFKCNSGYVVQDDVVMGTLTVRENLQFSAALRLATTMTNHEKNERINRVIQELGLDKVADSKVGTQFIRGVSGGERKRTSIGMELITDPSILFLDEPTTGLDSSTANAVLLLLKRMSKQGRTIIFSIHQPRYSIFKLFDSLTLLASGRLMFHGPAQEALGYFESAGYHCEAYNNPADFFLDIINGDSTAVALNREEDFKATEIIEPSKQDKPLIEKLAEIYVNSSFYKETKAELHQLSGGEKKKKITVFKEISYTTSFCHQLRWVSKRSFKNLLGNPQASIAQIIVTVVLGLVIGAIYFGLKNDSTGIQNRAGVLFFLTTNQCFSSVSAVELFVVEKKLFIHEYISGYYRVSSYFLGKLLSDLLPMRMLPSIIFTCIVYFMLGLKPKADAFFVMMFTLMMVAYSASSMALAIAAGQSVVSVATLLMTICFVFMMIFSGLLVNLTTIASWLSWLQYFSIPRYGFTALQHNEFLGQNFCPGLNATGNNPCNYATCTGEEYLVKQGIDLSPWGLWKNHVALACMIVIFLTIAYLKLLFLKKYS
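test system = two drug-resistant human cell lines, ABCG2 and ABCB1 | amount = 3 million cells/mL final, two lines in 1:1 ratio | reagent = JC-1 transporter substrate | doses = one concentration, 6.6 µM final | incubation = 10 min at 25 °C | signal = flow cytometric JC-1 green MFI at 530 nm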
Avidin fluor: avidin bead compound fluorescence profile. Avidin beads, compound fluorescence 488/530 nm, flow cytometry; stronger effect = higher value. fluorescence (KMESF) at 10 µM. hit rate 0.38% among 220,000; in the data active means fluorescence above about 47; further: inactives centre near 10
Pf gametocyte: kills late stage P. falciparum gametocytes; P. falciparum stage V gametocytes, ATP luminescence, 24 h; inhibition, % at 10.9 µM; hit rate 0.065% among 150,000;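 active means inhibition above the mean plus 3 SD of compounds within the control limits, set per campaign, cut at about 38% in these data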;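 further: 0% = DMSO wells and 100% = medium only without gametocytes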
RGS4-Gao reg: modulates binding of RGS4 to human Galphao. P09471. Multiplexed bead flow cytometry; actives lie on both sides. binding response (% of control), % at 10 µM. hit rate 0.33% among 220,000. AID 1415; in the data active means binding response below about 49% or above about 150%; inactive means in between;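 further: fluorescent Galphao activated with aluminum fluoride binding bead-coupled RGS4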
Mcl-1 Bim block: disrupts Bim peptide binding to human Mcl-1; hit rate 0.1% among 190,000; AID 1009; Bead-based flow cytometry, Bim peptide-Mcl-1 binding; inhibition, % at 10 µM; Q07820; in the data active means inhibition above about 40%;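 further: 0% = no compound tracer wells and 100% = peptide blocker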
Numbers without * were called inactive; u = inconclusive; x = no result given. This is a subset. The share of hits here may be higher or lower than overall.

canonical_smiles,GSH bead fluor,ABCB1 block,Mcl1 Noxa PPI,Mcl1 Bid PPI,RGS7-Gao reg,RGS8-Gao reg,ABCG2 inh,Avidin fluor,Pf gametocyte,RGS4-Gao reg,Mcl-1 Bim block
CC(=O)OC1N=C(c2ccc(Cl)cc2)c2cc(Br)ccc2NC1=O (stereo unspecified),8,0.7,1.6,-7.2,97.9,99.5,1.4,16,x,96.0,-1.0
C/C(=N\NC(=O)c1ccccc1O)c1c(O)n(Cc2ccccc2)c(=O)[nH]c1=O,x,x,-3.2,-33.9,u,98.7,x,6,-31.7,96.6,x
Oc1ccc2c3c1O[C@H]1c4[nH]c5ccccc5c4C[C@@]4(O)C(C2)N(CC2CC2)CC[C@]314,66,x,17.3,12.6,100.4,93.8,0.6,7,x,95.9,0.0
O=C1N(c2nncs2)CCN1[N+](=O)[O-],x,x,8.6,-12.9,u,100.7,x,5,x,97.5,x
CC/C(=N\Nc1ccccc1)c1c(O)n(C)c(=O)n(C)c1=O,18,0.3,-1.2,36.5,104.1,103.4,9.1,11,-10.8,100.6,-8.0
COc1c(C)cc(C(=O)C2CCCN(Cc3ccccn3)C2)cc1C (stereo unspecified),16,-1.5,21.8,-11.5,101.7,106.8,8.4,11,3.7,103.1,-1.0
CC(=NCCN(C)C)c1c(O)n(Cc2ccccc2)c(=O)[nH]c1=O,x,x,2.4,-26.1,u,101.7,x,3,13.9,97.6,x
Cc1ccc(-c2cc(-c3ccc(C)cc3)[n+](C)o2)cc1,13,-0.1,4.3,-3.6,102.3,101.7,0.0,4,x,101.0,-3.0
CCOC(=O)c1c(-n2c(C)cc(/C=C3\C(=O)NC(=O)N(C)C3=O)c2C)sc2c1CCCC2,6,1.7,6.8,-58.3,93.0,97.5,1.9,7,x,96.5,2.0
CCOC(=O)c1c(C)n(Cc2ccco2)c2ccc(O)cc12,25,0.3,30.0,-11.6,90.9,98.2,2.8,13,x,98.3,-2.0
COc1ccc(C2SCC(=O)Nc3c2c(=O)[nH]n3C2CCCCCC2)cc1 (stereo unspecified),59,2.0,5.7,18.7,94.8,104.9,7.5,6,0.0,102.2,1.0
CCC(C)N1C(=O)NC(=O)C2(Cc3c(ccc4ccccc34)N(C)C2)C1=O (stereo unspecified),10,0.1,58.9*,-104.6,100.6,104.8,0.0,24,-31.5,103.9,2.0
CC(C)=CCC12CN3CCN(CC(C3)C1=O)C2,58,4.3,21.8,-52.9,105.7,118.6,106.7*,10,x,109.7,0.0
CCC(=Nc1ccccc1NC(C)=O)c1c(O)n(C)c(=O)n(C)c1=O,34,0.3,1.2,-7.4,110.3,102.2,-0.3,10,-1.1,108.6,-2.0
O=C1NC(=O)N(c2ccccc2F)C(=O)/C1=C/c1ccc(Sc2nc3ccccc3[nH]2)o1,15,-0.8,66.2*,30.5,99.4,97.5,-3.0,7,17.2,97.4,12.0
CC(=NCCN1CCCCC1)c1c(O)[nH]c(=O)[nH]c1=O,57,0.2,-5.3,-11.5,94.9,99.5,0.3,5,18.6,95.6,-2.0
O=C1NC(=S)NC(=O)C12C(c1ccc(F)cc1)NC(=S)NC2c1ccc(F)cc1 (stereo unspecified),10,-0.2,11.8,-8.1,115.7,117.1,-0.9,6,14.0,114.5,-3.0
CN1CCN(c2ccc(N)c(N3CCN(C)CC3)c2)CC1,11,0.3,18.0,-80.8,94.5,92.8,0.9,8,-8.2,100.0,0.0
CC(C)n1c(=O)c(C=Nc2ccc(S(N)(=O)=O)cc2)c(O)n(Cc2ccco2)c1=O,10,0.1,-0.6,-3.9,106.2,75.3,-0.1,2,x,104.6,-3.0
O=c1c2ccccc2nc(/C=C/c2ccc3c(c2)OCO3)n1-c1ccccc1,18,0.9,7.5,2.7,99.0,99.0,10.5,11,-4.7,103.3,-7.0
CC1=CC2/C=C(\C)CCC(O)C(O)/C=C/C(=O)C23C(=O)NC(CC(C)C)C3C1C (stereo unspecified),25,-0.2,8.2,-5.1,96.8,100.3,2.4,6,x,99.9,1.0
NC(=O)Nc1ccc(C(=O)OCC(=O)Nc2ccc(Cl)cc2C(=O)c2ccccc2)cc1,10,-2.7,18.9,3.7,98.1,102.5,-4.5,6,21.0,100.1,-5.0
CC(=NCc1cccnc1)c1c(O)n(Cc2ccccc2)c(=O)[nH]c1=O,61,1.0,1.5,-4.8,101.3,102.1,22.1,7,21.7,100.9,-1.0
CN1CCC(O)(c2ccccc2)C(C(=O)c2ccccc2)C1 (stereo unspecified),9,0.3,-3.6,-21.4,96.0,102.0,0.4,13,x,95.9,-1.0
O=P1(Oc2ccccc2)C[C@@H](O)[C@@H](O)[C@H](COCc2ccccc2)O1 (stereo partly specified),x,x,-8.6,-33.4,u,86.6,x,9,-10.7,78.7,x
CCn1c(O)c(C=Nc2ccc(N3CCOCC3)c(Br)c2)c(=O)n(CC)c1=S,22,0.0,1.3,-33.5,100.9,102.2,1.3,7,-6.0,102.6,0.0
O=C1N(c2ccc(Cl)cc2)C(c2cccnc2)N2CCCN12 (stereo unspecified),64,-0.3,-1.6,-5.1,100.8,100.9,-0.4,11,3.4,100.0,0.0
N#Cc1cc(F)c(N2CCNCC2)cc1Cl,55,0.3,22.9,-0.3,98.2,100.8,1.4,8,x,99.3,1.0
O=c1c2ccccc2nc(CSc2ncnc3nc[nH]c23)n1-c1ccccc1Cl,17,0.0,15.8,-21.5,102.3,105.9,2.0,5,x,98.2,-2.0
CC(=O)c1ccc2c(c1)C1C(Cl)C(Sc3ccccc3[N+](=O)[O-])CC1C(C(=O)O)N2 (stereo unspecified),18,-2.0,109.5*,41.6,102.1,97.2,-9.5,6,-7.4,100.8,-14.0
Cc1ccc(Cn2nnnc2CN2CCC(n3nnc4cc(C)ccc43)CC2)cc1,9,3.6,-6.0,-17.2,100.7,98.4,5.6,7,19.9,101.7,1.0
C=CCn1c(O)c(C(C)=NCCN2CCCCC2)c(=O)[nH]c1=O,8,0.7,-3.0,-15.3,105.7,108.0,2.5,11,15.3,109.8,-3.0
O=P1(Oc2ccccc2)CC=C[C@H](COCc2ccccc2)O1 (stereo partly specified),x,x,8.1,-49.2,u,91.4,x,8,x,88.0,x
C=CCn1c(O)c(C(C)=Nc2ccc(C(=O)O)cc2)c(=O)[nH]c1=O,x,x,15.0,-13.8,u,99.2,x,5,-0.2,99.4,x
c1ccc2c(c1)OCC(C1=NCCN1)O2 (stereo unspecified),20,0.2,11.1,3.4,104.3,100.5,0.0,10,x,102.6,-3.0
COc1ccccc1-n1c(O)c(/C=N/NC(=S)Nc2ccccc2)c(=O)[nH]c1=S,x,x,-75.5,-342.4,u,101.7,x,8,-2.4,108.1,x
COc1cc(CN2CCN(c3cc(C)ccc3C)CC2)ccc1O,21,0.3,20.6,0.2,99.4,100.5,0.3,17,x,100.0,2.0
C[N+]1(C)C2CCC1CC(OC(=O)c1ccco1)C2 (stereo unspecified),x,x,19.2,-43.3,u,101.8,x,6,-14.5,101.5,x
COc1ccc(C2=NCC(=S)Nc3ccc(Cl)cc32)cc1Cl,28,0.2,10.9,-29.7,97.7,92.3,0.2,8,-9.2,80.9,-1.0
CCn1c(O)c(/C(C)=N/N2CCCCC2c2cccnc2)c(=O)[nH]c1=S (stereo unspecified),17,1.6,12.2,-20.7,102.3,101.3,1.2,18,2.3,103.4,-11.0

Two of these compounds in a different format.
SMILES: COc1cc(CN2CCN(c3cc(C)ccc3C)CC2)ccc1O
  GSH bead fluor: 21	ABCB1 block: 0.3	Mcl1 Noxa PPI: 20.6	Mcl1 Bid PPI: 0.2	RGS7-Gao reg: 99.4	RGS8-Gao reg: 100.5	ABCG2 inh: 0.3	Avidin fluor: 17	Pf gametocyte: x	RGS4-Gao reg: 100.0	Mcl-1 Bim block: 2.0

SMILES: C[N+]1(C)C2CCC1CC(OC(=O)c1ccco1)C2 (stereo unspecified)
  GSH bead fluor: x	ABCB1 block: x	Mcl1 Noxa PPI: 19.2	Mcl1 Bid PPI: -43.3	RGS7-Gao reg: u	RGS8-Gao reg: 101.8	ABCG2 inh: x	Avidin fluor: 6	Pf gametocyte: -14.5	RGS4-Gao reg: 101.5	Mcl-1 Bim block: x

Entries listed so far containing two or more sulfur atoms (two):
canonical_smiles,GSH bead fluor,ABCB1 block,Mcl1 Noxa PPI,Mcl1 Bid PPI,RGS7-Gao reg,RGS8-Gao reg,ABCG2 inh,Avidin fluor,Pf gametocyte,RGS4-Gao reg,Mcl-1 Bim block
O=C1NC(=S)NC(=O)C12C(c1ccc(F)cc1)NC(=S)NC2c1ccc(F)cc1 (stereo unspecified),10,-0.2,11.8,-8.1,115.7,117.1,-0.9,6,14.0,114.5,-3.0
COc1ccccc1-n1c(O)c(/C=N/NC(=S)Nc2ccccc2)c(=O)[nH]c1=S,x,x,-75.5,-342.4,u,101.7,x,8,-2.4,108.1,x

Remaining list, next part
canonical_smiles,GSH bead fluor,ABCB1 block,Mcl1 Noxa PPI,Mcl1 Bid PPI,RGS7-Gao reg,RGS8-Gao reg,ABCG2 inh,Avidin fluor,Pf gametocyte,RGS4-Gao reg,Mcl-1 Bim block
CCOC(=O)C1CCCN(c2ccc([N+](=O)[O-])c3nonc23)C1 (stereo unspecified),13,2.6,-49.2,-52.1,111.2,100.5,7.6,13,x,106.8,-43.0
Cc1cccc(CN(C)C)c1OC(=O)N(C)C,14,0.1,-26.3,-21.3,107.3,104.3,0.0,11,5.5,101.2,3.0
CC1=C(C(=O)OC(C)C)[C@]2(C(=O)N(CC(N)=O)c3ccccc32)C(C#N)=C(N)O1,30,0.7,-10.5,-9.2,100.2,100.7,17.7,26,-3.4,97.6,0.0
CCC(=O)CC(c1ccc([N+](=O)[O-])cc1)c1c(O)c2ccccc2oc1=O (stereo unspecified),19,2.1,3.4,7.5,99.5,100.2,7.4,11,x,96.4,-2.0
N=c1ccccn1Cc1ccccc1,21,0.8,-1.7,-22.6,103.0,105.4,1.7,10,-0.4,102.5,-1.0
NCCCN1CCN(c2ccccc2)CC1,x,x,-6.2,-12.7,u,99.9,x,2,9.2,102.6,x
CC(C)c1ccc(N2C(=O)NC(=O)/C(=C/C=C/c3ccco3)C2=O)cc1,16,-0.3,41.4,-30.3,92.0,93.5,-1.3,17,-36.4,97.3,1.0
Cc1cc(OCC(=O)NC2CCS(=O)(=O)C2)c2c3c(c(=O)oc2c1)CCC3 (stereo unspecified),13,0.0,1.4,-7.0,98.3,99.4,0.7,35,x,100.1,-1.0
CCCC1=C(C(=O)OCC)C2(C(=O)Nc3ccc(C)cc32)C(C#N)=C(N)O1 (stereo unspecified),25,0.3,-25.9,-26.8,100.2,101.4,2.4,4,-4.6,100.7,1.0
CCN1C(=O)/C(=C/c2ccc(N(CC)CC)cc2OC)C(=O)NC1=S,19,8.7,12.5,-47.8,103.7,104.0,22.7,15,-10.9,103.5,0.0
CC(=O)c1ccc2c(c1)C1C(Cl)C(Sc3ccccc3[N+](=O)[O-])CC1C(c1ccccc1)N2 (stereo unspecified),33,0.2,22.8,-12.8,100.0,97.0,-0.4,6,-4.7,99.2,6.0
